GSK3A inh = human GSK-3 alpha kinase inhibition; P49840; ADP-Glo luminescence, 60 min; inhibition, % at 10 µM; 320,000 compounds, 0.1% hits; AID 2650;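 in the data active = inhibition above about 50%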;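 note: GST-tagged GSK-3 alpha with peptide substrate and 25 µM ATP; 0% = DMSO neutral wells and 100% = GW8510 positive control wells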
Target sequence (P49840 whole entry, looked up): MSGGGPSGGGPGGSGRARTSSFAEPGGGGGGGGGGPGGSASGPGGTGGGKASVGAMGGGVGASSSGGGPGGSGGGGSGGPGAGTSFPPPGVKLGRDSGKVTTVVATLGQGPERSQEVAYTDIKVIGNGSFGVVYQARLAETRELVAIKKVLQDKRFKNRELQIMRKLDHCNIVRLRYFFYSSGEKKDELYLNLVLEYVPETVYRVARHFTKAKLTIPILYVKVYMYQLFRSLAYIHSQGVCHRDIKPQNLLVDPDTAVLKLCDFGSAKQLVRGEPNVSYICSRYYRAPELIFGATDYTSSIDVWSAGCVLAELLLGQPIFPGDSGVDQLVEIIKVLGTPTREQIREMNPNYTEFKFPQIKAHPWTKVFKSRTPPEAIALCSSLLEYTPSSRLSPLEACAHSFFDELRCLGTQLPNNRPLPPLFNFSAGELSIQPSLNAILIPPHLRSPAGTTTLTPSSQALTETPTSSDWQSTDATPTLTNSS
KLF5 inhibitor = suppresses KLF5 promoter-driven expression | DLD-1 KLF5 promoter-luciferase reporter, luminescence | inhibition, % at 5 µM | 290,000 compounds, 0.23% hits | AID 1700;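 active = inhibition above a per-plate limit of that plate's mean compound inhibition plus 3 SD, cut at about 60% in these data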;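 note: 0% = DMSO wells and 100% = LY294002 at 200 µM; higher means less KLF5 promoter-driven luciferase light; inactives centre near -14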
HSP90 refold inh = inhibitors of HSP90 luciferase refolding in rabbit reticulocyte lysate. luciferase refolding luminescence, 3 h. inhibition, % at 5.6 µM. 290,000 compounds, 0.91% hits. AID 1789;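 active = inhibition above the screen-wide mean plus 3 SD, computed separately per campaign, cut at about 16% in these data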;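 note: 0% = DMSO wells and 100% = 60 µM geldanamycin wells; inhibitors lower the luminescence because luciferase stays unfolded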
HIF activator = HIF pathway transcriptional activation. 300,000 compounds, 0.32% hits. activation, % at 7.5 µM (by protocol). U2OS HRE-luciferase reporter, luminescence; normalized: DMSO 0%, desferrioxamine 100%;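 active = mean activation of at least 10% of the iron chelator positive control signal, with at least half of replicates also reaching 10%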
AI-2 QS mod = modulates the Vibrio harveyi AI-2 quorum sensing system | Vibrio harveyi JMH597 AI-2 luminescence/OD600 ratio, 9 h; stronger effect = lower value; strain lacks LuxN and CqsS sensors; 0 = neutral-control median | activity change, % at 7.5 µM | 300,000 compounds, 0.4% hits; in the data active = activity change below about -75%, passing the limit was not always enough;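 note: luminescence divided by OD600 gain over 9 h not by final OD600 alone; inactives centre near 13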
aSyn 5UTR inh = MLPCN primary screen, SNCA 5' untranslated region | 300,000 compounds, 0.82% hits | alpha-synuclein 5'UTR reporter, inhibitor activity | inhibition, % (tested at 7.5 µM); in the data active = inhibition above about 60%;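 note: H4 neuroglioblastoma cells stably carrying SNCA 5'UTR luciferase fusion; 0% = DMSO wells and 100% = positive control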
GSK3beta inhib = blocks human GSK3beta kinase activity. GST-GSK3beta kinase, ADP-Glo luminescence, 60 min; stronger effect = lower value. activity score (negative = inhibition), % at 10 µM. 300,000 compounds, 0.038% hits. P49841;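 active = more than half of replicate wells score below -50%, meaning over 50% inhibition versus plate controls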;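 note: 0% = median DMSO wells and -100% = median GW8510 positive control wells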
Target sequence (P49841 whole entry, looked up): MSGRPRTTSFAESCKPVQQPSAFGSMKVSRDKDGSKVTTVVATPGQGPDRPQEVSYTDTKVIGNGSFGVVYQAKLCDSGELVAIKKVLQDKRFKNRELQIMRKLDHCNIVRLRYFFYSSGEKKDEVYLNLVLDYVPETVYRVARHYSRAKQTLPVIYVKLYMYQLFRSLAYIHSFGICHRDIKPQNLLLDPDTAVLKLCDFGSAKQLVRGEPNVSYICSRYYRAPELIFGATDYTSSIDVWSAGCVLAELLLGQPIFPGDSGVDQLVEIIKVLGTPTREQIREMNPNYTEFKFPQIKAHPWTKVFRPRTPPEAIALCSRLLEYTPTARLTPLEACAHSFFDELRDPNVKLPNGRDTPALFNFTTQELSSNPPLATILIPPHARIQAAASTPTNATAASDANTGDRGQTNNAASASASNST
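Test system – GST-tagged human GSK3beta kinase, cell-free · Incubation – 60 min enzyme reaction, room temperature · Signal – ADP-Glo luminescence · Also added – peptide substrate and ATP at 25 µM · Controls – DMSO neutral wells and GW8510 at 20 µM as positive · Buffer or medium – Tris/MgCl2 kinase buffer · Measure – Luminescence-derived activity versus plate DMSO and GW8510 wells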
HSF1 inhib = HSF1 inhibition. NIH3T3-HGL HSE-luciferase, MG132-induced, luminescence 8 h; stronger effect = lower value. activity change, negative = inhibition, % at 7.5 µM (by protocol). 300,000 compounds, 0.77% hits;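 active = more than half of replicate wells show activity change below -50%, luminescence cut by over half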;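 note: luciferase reports HSF-1 transcriptional activity via heat shock element; 0% = median of DMSO wells and -100% = zero luminescence signal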
IEC-6 tox = IEC-6 cytotoxicity, counter-screen for KLF5 inhibitors | luminescence viability | inhibition, % at 5 µM | 290,000 compounds, 0.78% hits; in the data active = inhibition above about 22%;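 note: 0% = plate median of test compound wells and 100% = cytotoxic reference compound wells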
HSF1 activator = increases HSF-1 driven luciferase reporter signal; NIH3T3-HGL HSF-1 luciferase reporter, MG132, 8 h; 100% = twice DMSO control signal; activation, % at 9 µM; 300,000 compounds, 1.7% hits; AID 504408;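 active = mean replicate activation of at least 50% with a set share of replicates each reaching 50%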;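 note: 0% = median of the neutral control wells and 100% = twice that signal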
An asterisk follows results filed as active; x = no result given.

| # | canonical_smiles | GSK3A inh | KLF5 inhibitor | HSP90 refold inh | HIF activator | AI-2 QS mod |
| --- | --- | --- | --- | --- | --- | --- |
| 1 | CCOc1ccc(S(=O)(=O)N(C)CC(=O)N2CCN(CC)CC2)cc1 | -2 | -1 | -4 | -0.2 | 20 |
| 2 | COC(=O)c1ccc(CSc2nnc3nc(C)cc(C)n23)cc1 | -1 | -20 | 3 | -0.1 | 4 |
| 3 | CCOc1ccc(-c2nc(C#N)c(N3CCCCCC3)o2)cc1 | 0 | 5 | 0 | -0.6 | 43 |
| 4 | COC(=O)c1ccc(NC(=S)N(Cc2cccnc2)Cc2ccco2)cc1 | -1 | -39 | -2 | 0.0 | 35 |
| 5 | CCOc1ccc(S(=O)(=O)N2CCN(S(=O)(=O)c3ccc(C)c(C)c3)CC2)cc1 | x | -28 | -3 | -8.0 | 8 |
| 6 | C[C@H](NC(=O)c1nc[nH]c1C(=O)N[C@@H](C)C(=O)OC(C)(C)C)C(=O)OCc1ccccc1 | -4 | -6 | -5 | 0.4 | 3 |
| 7 | CCOC(=O)C1=C(CC)Nc2ccccc2N=C1NC(=O)c1ccc(S(=O)(=O)N(C)C)cc1 | 0 | -14 | 8 | -1.4 | 4 |
| 8 | CCOC(=O)c1ccccc1NC(=O)/C=C/c1cc(OC)c(OC)c(OC)c1 | -2 | -55 | 3 | -0.2 | 26 |
| 9 | COc1ccc(OCCCn2c(=O)oc3ccccc32)cc1 | -2 | -25 | -1 | 1.3 | 12 |
| 10 | O=C(CSc1nc(C(F)(F)F)cc(=O)[nH]1)NCC1CCCO1 (stereo not drawn) | 0 | x | x | 0.4 | 14 |

| # | aSyn 5UTR inh | GSK3beta inhib | HSF1 inhib | IEC-6 tox | HSF1 activator |
| --- | --- | --- | --- | --- | --- |
| 1 | 13 | 2 | -3 | -3 | -20 |
| 2 | -1 | 35 | 8 | 1 | 9 |
| 3 | 15 | -1 | -4 | 3 | -2 |
| 4 | -6 | 4 | -13 | -10 | -5 |
| 5 | -5 | 1 | -6 | -1 | 1 |
| 6 | 1 | 1 | -4 | -5 | 14 |
| 7 | 11 | 2 | 2 | -2 | 10 |
| 8 | 12 | -3 | 13 | -1 | 38 |
| 9 | -29 | -1 | 6 | -2 | -4 |
| 10 | 5 | 3 | 1 | x | -4 |

Further structures:
| # | canonical_smiles | GSK3A inh | KLF5 inhibitor | HSP90 refold inh | HIF activator | AI-2 QS mod |
| --- | --- | --- | --- | --- | --- | --- |
| 11 | CC(=O)c1cccc(CN2CCN(C3CCCC3)C(CCO)C2)c1 (stereo not drawn) | -2 | 7 | 2 | 0.0 | 13 |
| 12 | CCOC(=O)c1cnc2ccccc2c1NCc1ccco1 | 18 | -1 | 3 | 0.5 | 20 |
| 13 | COC(=O)/C(=C/Nc1cccc2ccccc12)[N+](=O)[O-] | 0 | -3 | 7 | -0.5 | 27 |
| 14 | CC(C)C(=O)N1CCN(c2ccc(NC(=O)c3cccs3)cc2Cl)CC1 | -1 | -38 | -1 | 3.0 | 30 |
| 15 | CCCCN(C)C(=O)Cn1cnc2sc(C)cc2c1=O | x | 6 | -1 | -0.1 | 1 |
| 16 | Cc1cccc(N2C(=O)NC3(CCCCC3)C2=O)c1 | -11 | -22 | 4 | 0.1 | 5 |
| 17 | Cc1ccc(C)c(OCc2cc(C(=O)NC(C)c3cnn(C)c3)no2)c1 (stereo not drawn) | -4 | -9 | -3 | 0.4 | 31 |
| 18 | N#Cc1ccc(N2Cc3ccccc3C2=NC(=O)c2cccnc2Cl)cc1 | -4 | -37 | -2 | 1.5 | 8 |
| 19 | Cc1nc(NC(=O)CC(C)C)sc1-c1csc(Nc2ccc(Cl)cc2)n1 | 0 | 5 | 6 | 3.6 | 15 |
| 20 | N#Cc1nc(-c2ccccc2F)oc1NCCN1CCOCC1 | 6 | 9 | -1 | 0.0 | 9 |

| # | aSyn 5UTR inh | GSK3beta inhib | HSF1 inhib | IEC-6 tox | HSF1 activator |
| --- | --- | --- | --- | --- | --- |
| 11 | -14 | 2 | 0 | 0 | 2 |
| 12 | -5 | 1 | 6 | 0 | 20 |
| 13 | -68 | 0 | -2 | 7 | 8 |
| 14 | -31 | 1 | 8 | 8 | 20 |
| 15 | -19 | 1 | 1 | -5 | -3 |
| 16 | -18 | 1 | 1 | 2 | -14 |
| 17 | -12 | 0 | -5 | -7 | 9 |
| 18 | -106 | 1 | -1 | 1 | 15 |
| 19 | -17 | 0 | 8 | 2 | 37 |
| 20 | 3 | -2 | -1 | 4 | 8 |

(more compounds)
| # | canonical_smiles | GSK3A inh | KLF5 inhibitor | HSP90 refold inh | HIF activator | AI-2 QS mod |
| --- | --- | --- | --- | --- | --- | --- |
| 21 | O=C(N/N=C\c1ccc(CN(Cc2ccc(Cl)cc2)S(=O)(=O)c2ccccc2)o1)C(=O)Nc1ccc(F)cc1 | -2 | -32 | -1 | 1.0 | 22 |
| 22 | Cc1ccc(C(=O)NC(=S)NCc2cccnc2)cc1C | -3 | 0 | -6 | 1.4 | 8 |
| 23 | CCOc1ccc(/C=N/OCC(=O)NCc2cccs2)cc1 | -3 | 0 | -3 | 0.2 | 5 |
| 24 | CS(=O)(=O)NCCCNc1c(Cl)cccc1[N+](=O)[O-] | -1 | -11 | 1 | 0.6 | 15 |
| 25 | COc1ccc(NS(=O)(=O)c2nnc(NC(=O)c3ccccc3F)s2)cc1 | -6 | -32 | -2 | 0.1 | 20 |
| 26 | Cc1ccc(NC(=O)CN2C(=O)NC(C)(c3ccc(Cl)cc3)C2=O)cc1 (stereo not drawn) | -3 | -22 | -1 | -0.2 | -88* |
| 27 | COC(=O)[C@H]1[C@H](c2ccccc2)[C@H](C(=O)OC)O[C@H]1c1ccccc1 | -1 | x | x | -0.3 | 28 |
| 28 | CC1Cc2ccccc2N1C(=O)COc1ccc2c(c1)OCO2 (stereo not drawn) | -1 | -77 | 1 | 1.2 | 17 |
| 29 | O=C(Nc1ccc(Cl)cc1)NC1CCS(=O)(=O)C1 (stereo not drawn) | 1 | -15 | 2 | -0.2 | 36 |
| 30 | Cc1nonc1CC(=O)NC1CC(C)(C)Cc2c1cnn2-c1ccc(F)cc1 (stereo not drawn) | -3 | -8 | -2 | -0.1 | 5 |

| # | aSyn 5UTR inh | GSK3beta inhib | HSF1 inhib | IEC-6 tox | HSF1 activator |
| --- | --- | --- | --- | --- | --- |
| 21 | -6 | 0 | 17 | 3 | 17 |
| 22 | -39 | 0 | 11 | 7 | 24 |
| 23 | -7 | 1 | 5 | -4 | 10 |
| 24 | 16 | -1 | 0 | -6 | -17 |
| 25 | 0 | 5 | -2 | -8 | 5 |
| 26 | -8 | 0 | 5 | 0 | 26 |
| 27 | -10 | -5 | 3 | x | 1 |
| 28 | -91 | 2 | 7 | 1 | 26 |
| 29 | -4 | 2 | 0 | 4 | 20 |
| 30 | -5 | 2 | 7 | -1 | 6 |

Additional compounds.
| # | canonical_smiles | GSK3A inh | KLF5 inhibitor | HSP90 refold inh | HIF activator | AI-2 QS mod |
| --- | --- | --- | --- | --- | --- | --- |
| 31 | O=C(CN1CCN(Cc2ccc(Cl)cc2)C1=O)NCCCN1CCOCC1 | 0 | -42 | 1 | -0.1 | 34 |
| 32 | NC(=O)CSc1nc(N)c2c3c(sc2n1)CCCCC3 | 3 | -26 | 1 | 0.8 | 24 |
| 33 | COc1ccc(NC(=O)CC(C)(C)C)c([N+](=O)[O-])c1 | -4 | -12 | -2 | 0.3 | -7 |
| 34 | O=C1CN(C(=O)NCC(=O)N2CCCC2)c2ccccc2N1 | -8 | 23 | 0 | 0.0 | -5 |
| 35 | CCOC(=O)c1c(C)[nH]c(C(=O)OCc2ccccc2)c1C | 0 | -162 | 3 | 3.1 | -7 |
| 36 | CC(=O)Nc1nnc(SCC(=O)N2CCCc3ccccc32)s1 | -1 | 21 | -1 | -1.7 | 15 |
| 37 | COc1ccc(CNC(=O)c2ccc(S(=O)(=O)N3CCCC3)cc2)cc1OC | -4 | -10 | -1 | -0.2 | 19 |
| 38 | COCCNC(=S)N1CCC(C(=O)c2ccc(C)cc2)CC1 | -3 | -8 | 3 | 1.0 | -9 |
| 39 | CN(C)Cc1cc(C(C)(C)c2cc(CN(C)C)c(O)c(CN(C)C)c2)cc(CN(C)C)c1O | -1 | -25 | -3 | x | x |
| 40 | O=C(CCCCCN1C(=O)c2ccccc2C1=O)Nc1ccc(S(=O)(=O)N2CCCCC2)cc1 | -3 | 2 | 0 | 0.2 | 3 |

| # | aSyn 5UTR inh | GSK3beta inhib | HSF1 inhib | IEC-6 tox | HSF1 activator |
| --- | --- | --- | --- | --- | --- |
| 31 | 2 | -1 | 0 | 2 | -9 |
| 32 | -30 | 0 | 5 | 5 | 8 |
| 33 | -8 | 2 | -7 | 4 | 5 |
| 34 | -13 | 5 | -8 | -6 | 13 |
| 35 | -165 | 2 | 46 | 5 | 62* |
| 36 | 25 | 1 | -4 | 6 | 8 |
| 37 | 5 | 3 | 0 | -8 | 6 |
| 38 | -20 | -3 | -4 | 0 | 9 |
| 39 | x | x | x | 2 | x |
| 40 | 13 | 3 | -6 | -1 | -1 |

Further compounds follow.
| # | canonical_smiles | GSK3A inh | KLF5 inhibitor | HSP90 refold inh | HIF activator | AI-2 QS mod |
| --- | --- | --- | --- | --- | --- | --- |
| 41 | O=C(CCNC(=O)C1CCN(S(=O)(=O)c2ccc(F)cc2)CC1)NCc1cccnc1 | 0 | -26 | -8 | 0.3 | 11 |
| 42 | NC(=O)CN1C(=O)C2CCCCN2C(=O)c2ccccc21 (stereo not drawn) | 0 | -32 | 3 | -0.7 | 12 |
| 43 | CCOC(=O)CN(C(=O)CNC(=O)c1cccs1)C(C(=O)NC1CCCCC1)c1cccnc1 (stereo not drawn) | -2 | -34 | -1 | -0.7 | 37 |
| 44 | NC(=O)c1ccc(-n2nnnc2SCc2ccc(F)cc2)cc1 | -2 | 11 | 1 | -22 | 33 |
| 45 | CCCn1c(Sc2nnnn2-c2ccccc2)n[nH]c1=O | -2 | -30 | -2 | -0.6 | -1 |
| 46 | COc1ccc(OC)c(CCNC(=O)CN2C(=O)COc3ccc(S(=O)(=O)N4CCOCC4)cc32)c1 | 2 | -8 | -3 | -0.5 | 13 |

| # | aSyn 5UTR inh | GSK3beta inhib | HSF1 inhib | IEC-6 tox | HSF1 activator |
| --- | --- | --- | --- | --- | --- |
| 41 | -11 | 1 | -1 | -10 | -10 |
| 42 | -7 | 3 | -4 | 0 | 5 |
| 43 | -2 | 0 | -1 | 2 | -5 |
| 44 | -7 | -2 | 1 | 4 | 9 |
| 45 | -98 | 2 | 12 | -5 | 0 |
| 46 | -8 | 1 | 3 | -4 | 1 |

Screening data from PubChem BioAssay.
